Ecoli viability – reduces bacterial viability in AddAB counter-screen | E. coli V3065 growth, OD600 absorbance, 18 h | AID 449728 | inhibition, % at 11.9 µM | hit rate 0.27% among 330,000;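 active = inhibition above the campaign's mean inhibition across all tested compounds plus 3 SD, cut at about 9.9% in these data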;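 also: uninfected addAB+ strain grown without phage in ampicillin broth; 0% = DMSO wells and 100% = ciprofloxacin 0.95 µg/ml wells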
phage Ecoli inh – E. coli growth loss with phage present | growth absorbance | inhibition, % at 11.9 µM | hit rate 0.26% among 360,000 | AID 651602; in the data active = inhibition above about 11%
AddAB inh – less growth of phage-infected E. coli with AddAB | hit rate 0.29% among 330,000 | inhibition, % at 11.9 µM | E. coli expressing H. pylori AddAB, absorbance growth; in the data active = inhibition above about 12%;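 also: 0% = vehicle wells of infected cells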
CDK5 inh – inhibitors of human CDK5/p35 kinase; hit rate 0.01% among 330,000; AID 488839; inhibition, % at 10 µM; Recombinant CDK5/p35, ADP-Glo luminescence, 60 min;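 active = highest replicate inhibition of at least 50% and at least 75% of replicates reaching 50%; inconclusive = only one of the two criteria met; inactive = both criteria failed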;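 also: plate controls were DMSO neutral control for no effect and GW8510 at 10 µM for full effect; many of its hits are not listed in these tables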
HTR5A ag ctr – activates human HTR5A in OPRM1-OPRD1 agonist counter-screen. activation, % at 9.3 µM. P47898. HTR5A agonist assay, luminescence, cell-based. hit rate 0.61% among 340,000; in the data active = activation mostly above about 9.5%, no sharp cut-off; inactive = mostly below about 7.6%;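 also: 0% = cells with vehicle only and 100% = reference agonist; strong numbers were not always called active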
Target sequence (P47898 whole entry, looked up): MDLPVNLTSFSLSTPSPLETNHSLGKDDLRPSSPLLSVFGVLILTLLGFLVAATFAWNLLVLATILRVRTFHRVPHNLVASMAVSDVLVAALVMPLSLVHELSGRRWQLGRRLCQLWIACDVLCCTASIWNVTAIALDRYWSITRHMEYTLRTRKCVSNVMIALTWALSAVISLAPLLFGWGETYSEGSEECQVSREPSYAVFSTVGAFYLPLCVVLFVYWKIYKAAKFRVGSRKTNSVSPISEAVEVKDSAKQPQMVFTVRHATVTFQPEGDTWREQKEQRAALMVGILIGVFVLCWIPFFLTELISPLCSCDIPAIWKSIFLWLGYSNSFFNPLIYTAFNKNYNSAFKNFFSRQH
HTR5A inv ctr – counter-screen for OPRM1-OPRD1 inverse agonists: human HTR5A inverse agonism | hit rate 0.083% among 340,000 | HTR5A cell line, luminescence | inhibition, % at 9.3 µM; in the data active = inhibition mostly above about 23%, no sharp cut-off; inactive = mostly below about 18%;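 also: 0% = cells with DMSO and 100% = no-cell wells with DMSO; some compounds called inactive have numbers as strong as hits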
DAGLB inh – blocks human DAGLB lipase activity. Q8NCG7. HEK293T DAGLB membrane lysate, EnzChek fluorogenic substrate. inhibition, % at 5.17 µM. hit rate 0.059% among 340,000. AID 504411; in the data active = inhibition above about 34%;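 also: 0% = enzyme with vehicle and 100% = wells lacking enzyme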
Target sequence (Q8NCG7 whole entry, looked up): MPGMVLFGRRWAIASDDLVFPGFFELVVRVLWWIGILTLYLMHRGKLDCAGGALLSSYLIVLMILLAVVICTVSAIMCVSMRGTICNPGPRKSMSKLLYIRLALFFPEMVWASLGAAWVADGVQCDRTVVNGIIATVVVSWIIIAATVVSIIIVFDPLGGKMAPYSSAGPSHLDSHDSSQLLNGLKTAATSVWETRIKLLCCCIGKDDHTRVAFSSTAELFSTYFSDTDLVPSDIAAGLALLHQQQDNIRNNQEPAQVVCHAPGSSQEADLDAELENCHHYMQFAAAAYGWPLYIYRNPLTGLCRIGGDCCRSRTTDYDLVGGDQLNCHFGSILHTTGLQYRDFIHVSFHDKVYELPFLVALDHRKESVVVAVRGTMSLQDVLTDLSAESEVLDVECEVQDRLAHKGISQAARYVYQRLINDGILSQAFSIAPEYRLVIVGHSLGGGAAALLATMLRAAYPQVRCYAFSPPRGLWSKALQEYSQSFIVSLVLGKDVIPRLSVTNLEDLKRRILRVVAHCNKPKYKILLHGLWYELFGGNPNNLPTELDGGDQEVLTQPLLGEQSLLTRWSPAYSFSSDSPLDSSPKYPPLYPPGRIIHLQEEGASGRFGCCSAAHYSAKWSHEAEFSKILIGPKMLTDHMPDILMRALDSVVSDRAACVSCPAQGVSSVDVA
PKA-R1A act – activates the PKA-R1A holoenzyme complex | P00514+P68181 | PKA-R1A dissociation, Cy5-IP20 fluorescence polarization; scaled: DMSO 0%, 113 µM cGMP 100% | activation, % at 11.4 µM | hit rate 0.083% among 340,000 | AID 504707;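 active = percent activation above the mean of all tested compounds plus 3 SD, cut at about 19% in these data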;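 also: higher means more PKAc released from R1A so a rise in polarization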
Mot1-301 SUMO – SUMOylation pathway inhibition by Mot1-301 growth rescue; growth rescue, % at 18.8 µM; hit rate 1% among 320,000; AID 2716; S. cerevisiae Mot1-301 growth rescue, ATP luminescence, 38.5C; percent above DMSO median, 100 means doubled;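 active = every valid replicate shows activation above 250% relative to neutral control wells; inactive = the rest, any valid replicate at or below 250%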;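 also: OY570 slx delta 5 strain wells were the positive control but not used for scaling; some compounds called inactive have numbers as strong as hits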
PKA-R2B activ – activators of human PKA-R2B complex. P22694+P31323. PKA-R2B holoenzyme dissociation, Cy5-IP20 fluorescence polarization; R2B truncated from residue 108, S112A mutant; 0% DMSO only, 100% 113 µM cGMP. activation, % at 11.4 µM. hit rate 0.079% among 340,000. AID 504700;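 active = activation above a cutoff set at the mean over all compounds plus 3 SD, cut at about 18% in these data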;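 also: higher means more holoenzyme dissociation and a rise in polarization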
Tat transport – blocks Tat-dependent protein export in E. coli; inhibition, % at 10 µM; E. coli MC4100 TorA-mCherry Tat export, fluorescence; hit rate 0.036% among 340,000;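 active = mean replicate inhibition at least 50% and at least half of replicates individually reaching 50%; inconclusive = only one of the two criteria met; inactive = neither criterion met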;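 also: exported cargo escapes ClpAP degradation while cytoplasmic cargo is degraded and loses fluorescence; 0% = median of neutral control wells and 100% = median of NaSCN control wells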
* marks the source's active call; other numbers are inactive results; i = inactive; ? = inconclusive; . = not tested or not shown.

Screens in order: Ecoli viability	phage Ecoli inh	AddAB inh	CDK5 inh	HTR5A ag ctr	HTR5A inv ctr	DAGLB inh	PKA-R1A act	Mot1-301 SUMO	PKA-R2B activ	Tat transport
> CCN1CCN(c2ccc(S(=O)(=O)N3CCOCC3)cc2NC(=O)c2cc(Cl)nc3ccccc23)CC1
 : -3.2	-0.1	-0.7	-2.5	-2	-16	1	1	18	-7	1
> Nc1ccc(-c2nnnn2-c2ccc(N)cc2)cc1
 : -1.5	3.8	2.6	0.4	-2	8	2	-3	7	-7	-9
> CC(=O)OCC(=O)C1(O)CCC2C3CC(C)C4=CC(=O)C=CC4(C)C3=CCC21C (stereo not given)
 : .	2.4	.	-2.2	5	-18	-7	-8	.	-8	14
> Cc1ccc(CNC(=O)C2=CCN(S(=O)(=O)c3ccc(C)cc3)CC2)cc1
 : -0.6	2.4	3.6	0.3	8	-23	-4	0	-8	1	3
> CC1CCC(C(C)C)C(OC(=O)COC(=O)c2cc(O)ccc2N)C1 (stereo not given)
 : -3.7	3.9	-0.3	0.0	7	-44	-6	-15	-25	-14	13
> COc1cc(/C=C/c2ccc3cccc([N+](=O)[O-])c3n2)ccc1OCC(=O)O
 : 1.3	0.5	-1.3	-1.5	0	-30	2	7	-19	-2	-2
> C/C=C/C=C/C(=O)OC(C)C(=O)Nc1cc([N+](=O)[O-])ccc1OC (stereo not given)
 : -0.6	-3.5	-0.1	-2.4	6	-17	-2	6	-18	-2	9
> CS(=O)(=O)N(CC(=O)N1CCCCCC1)c1ccc2c(c1)OCCO2
 : 1.2	2.1	1.6	0.0	-3	3	1	-15	0	3	-1
> O=C(CC1C(=O)NCCN1Cc1cccc(F)c1)NCCCN1CCCC1=O (stereo not given)
 : -1.9	-0.4	2.4	-2.4	-3	11	0	-5	232	-10	-14
> Cc1ccc(NS(=O)(=O)c2ccc3c(c2)oc(=O)n3C)cc1F
 : -0.8	3.6	0.5	1.0	2	-7	-1	0	24	-14	-9
> CCC(C)N(C(=O)CSc1nc(C)c(C)c(C)c1C#N)C1CCS(=O)(=O)C1 (stereo not given)
 : -0.5	2.1	1.8	0.9	0	1	-4	5	-14	5	-2
> CC(C)(C)c1nnc(NS(C)(=O)=O)s1
 : -2.0	1.3	2.8	-0.1	0	8	-4	8	11	15	23
> O=C1COCC(=O)N1CCc1c[nH]c2ccccc12
 : -0.8	1.3	4.5	1.2	-4	10	-3	-7	2	-8	5
> O=C(Nc1cc(F)ccc1F)C1CCCN(c2ncnc3c2nc2n3CCCCC2)C1 (stereo not given)
 : 0.4	1.8	0.5	-1.5	6	-26	-5	2	-8	5	?
> COc1ccc(C(=O)NCCC(C)C)cc1S(=O)(=O)N1CCOCC1
 : 0.8	-1.4	3.4	-1.3	2	0	1	-10	16	-4	1
> Cc1oc(-c2cccs2)[n+]([O-])c1C
 : 1.0	1.6	-0.4	0.1	2	20	1	-9	-10	-13	8
> COc1cc(C(=O)N2c3ccccc3CCC2C)cc(OC)c1OC (stereo not given)
 : 0.7	0.1	0.0	0.8	1	-12	0	1	-8	-17	-5
> Cc1ccc(S(=O)(=O)N2CCN(C(=O)COC(=O)c3ccccc3Cl)CC2)c(C)c1
 : 0.5	-1.2	0.3	-1.3	1	-4	-1	-11	-10	-7	0
> CCN(CC(=O)Nc1c(F)cccc1F)C(=O)c1ccc(Cl)c(S(=O)(=O)N2CCCCC2)c1
 : 0.4	0.7	1.7	1.8	-2	6	0	13	-8	8	-7
> COc1cccc(-c2csc(N3CCN(C(=S)Nc4ccccc4Cl)CC3)n2)c1
 : 1.9	3.2	3.3	-1.3	5	-12	-7	5	-2	-1	-11
> O=C(CCc1ccccc1)n1nc(-c2ccco2)nc1SCc1ccccc1
 : .	2.6	.	-0.1	-2	6	0	4	.	-10	-3
> CCOC(=O)c1ccccc1NC(=O)C1CC(=O)N(C2CCCC2)C1 (stereo not given)
 : .	5.6	.	0.9	-4	16	-2	1	.	8	-12
> Cc1cc(/C=C2/SC(=O)N(CC(=O)N3CCCC3)C2=O)ccc1N1CCOCC1
 : -0.5	0.5	4.0	1.0	4	-27	-2	4	-8	8	7
> NC(=O)COC(=O)c1sc2ccccc2c1Cl
 : 0.8	2.9	0.1	1.1	0	5	1	-21	545*	-7	8
> CCOC(=O)C1CCCN(C(=O)c2ccc3c(c2)N(Cc2ccccc2)C(=O)c2ccccc2S3=O)C1 (stereo not given)
 : 0.0	1.7	1.2	-0.5	0	0	2	8	-4	3	-5
> Cc1ccc(NC(=S)NNC(=S)Nc2cccc(C(F)(F)F)c2)cc1
 : -0.2	2.5	-3.5	1.6	0	-25	-1	-4	-20	-5	3
> OC(CN1CCOCC1)CN(c1ccccc1)c1ccccc1 (stereo not given)
 : 2.7	0.8	-0.5	-1.3	1	11	6	6	-37	-9	6
> CCOC(=O)N1CCC(NC(=O)c2cc(COc3ccc(F)cc3Cl)on2)CC1
 : 0.4	1.3	0.9	-2.4	2	-3	-1	-2	2	6	4
> COc1ccc(C(CC(=O)NCc2ccccc2)C(C)C)cc1 (stereo not given)
 : -1.1	-0.1	-0.6	-1.2	-5	10	-3	-3	-8	-6	6
> CCOc1ccc(NC(=O)CC2C(=O)N(C)C(=S)N2Cc2ccc3c(c2)OCO3)cc1 (stereo not given)
 : 0.3	1.2	-1.6	-0.1	5	-29	-7	0	16	1	2
> O=C(COC(=O)c1cc[n+]([O-])cc1)Nc1ccc(Cl)cc1[N+](=O)[O-]
 : 1.4	3.9	0.6	-0.4	-4	11	-1	-5	i	3	7
> CCOC(=O)c1ccc(NC(=O)CSc2nccn2C)cc1
 : -2.0	1.9	1.0	-0.2	-1	5	-2	-6	176	-8	-4
> COC(=O)CS(=O)(=O)c1nnc([C@H](Cc2ccccc2)NC(=O)OC(C)(C)C)o1
 : -2.7	3.5	1.7	0.0	1	-2	2	2	65	8	-1
> COc1ccccc1CNC(=O)[C@H](C)N1C(=O)N2CCc3c([nH]c4ccccc34)[C@@]2(C)C1=O
 : -1.2	1.1	3.4	-1.9	-1	-5	-1	-8	2	0	11
> CCCCCCCCC(=O)NNC(=O)c1c(O)c2ccccc2n(CCC)c1=O
 : 1.8	2.1	-0.8	2.6	0	0	-4	2	312*	-4	0
> OC1CCCN(Cc2ccc3c(c2)Cc2ccccc2-3)C1 (stereo not given)
 : -0.9	3.9	0.7	-0.3	2	5	-3	0	15	-12	-11
> O=C1C(=O)c2c(C(=O)c3ccccc3)coc2-c2ccccc21
 : 0.5	4.5	3.3	3.1	6	-10	3	8	10	0	2
> COCCC(=O)N1CCC(Oc2ccc(C(=O)NCCc3ccccn3)cc2)CC1
 : 1.1	-0.1	4.9	0.0	1	-4	1	1	-13	-11	-5
> Cc1ccc(-c2csc3nc[nH]c(=S)c23)cc1C
 : -1.6	-1.2	-0.6	3.1	1	16	-5	-6	0	-8	1
> CC1CN(S(=O)(=O)c2cccc(C(F)(F)F)c2)CN1C(=O)N1CCOCC1 (stereo not given)
 : 1.2	-0.1	2.7	0.4	-3	10	1	5	-9	0	-1

The results go on:
Molecule | Ecoli viability | phage Ecoli inh | AddAB inh | CDK5 inh | HTR5A ag ctr | HTR5A inv ctr | DAGLB inh | PKA-R1A act | Mot1-301 SUMO | PKA-R2B activ | Tat transport
CCOc1ccc(S(=O)(=O)N2CCCCC2)c2ccccc12 | -2.1 | 2.8 | 1.9 | -0.5 | 0 | 12 | -9 | -10 | -3 | -10 | 14
CC(CCN1CCN=C1Nc1ccccc1)c1ccccc1 (stereo not given) | -0.3 | 2.4 | 2.8 | 1.3 | 3 | -9 | -3 | -1 | -11 | -9 | 2
CN(C)CCCNC(=S)N1CCn2c(nc3ccccc32)C1 | -3.0 | 5.6 | 3.4 | -0.3 | . | . | -1 | -8 | -10 | 3 | 7
OC1(c2ccc(F)cc2)CCN(Cc2cccnc2)CC1 | 2.7 | 2.4 | 1.0 | -0.2 | -4 | 8 | 1 | 3 | 42 | -6 | -2
Cc1cc(C=C2C(=O)c3ccccc3C2=O)c(C)n1-c1ccc(C(=O)O)cc1 | 1.1 | 4.4 | 1.4 | 4.0 | -2 | 5 | 5 | 5 | -2 | 0 | 1
COc1cc(/C=N\NC(=O)Cn2nnc3ccccc32)cc(OC)c1OC | -0.9 | 2.6 | 3.3 | 0.4 | -6 | 12 | 3 | 2 | -10 | 1 | -1
Cc1nn(-c2ccccc2)c(C)c1NC(=O)c1ccc(S(=O)(=O)N2CCCC2)cc1 | 0.1 | 1.6 | -0.8 | -1.3 | -8 | 21 | 1 | -13 | -14 | -7 | 4
COCCN(C)Cc1nc(C(c2ccccc2)c2ccccc2)no1 | 2.2 | 1.6 | 3.2 | -0.6 | -3 | 9 | -2 | -8 | -30 | -2 | -1
O=C(CN1C(=O)NC2(CCOc3ccccc32)C1=O)Nc1ccc2c(c1)OCCO2 (stereo not given) | -2.0 | 1.9 | 0.9 | 0.7 | 2 | -41 | 2 | -13 | 246 | -3 | -2
O=C(C1CCN(S(=O)(=O)c2cccnc2)CC1)N1CCN(c2ccc(Cl)cc2)CC1 | -1.0 | -0.8 | -0.7 | 1.4 | -1 | 8 | -1 | -1 | 6 | -6 | -1
CC(=O)c1c(C)[nH]c(C(=O)OCC(=O)NCC(C)C)c1C | -0.5 | 2.0 | 3.8 | 0.9 | -3 | 9 | 2 | -9 | -4 | -8 | -6
CC(=O)C1(O)CCC2C3CCC4CC(=O)CCC4(C)C3C(=O)CC21C (stereo not given) | . | 4.2 | . | -0.7 | 3 | -10 | 2 | 4 | . | -1 | 1
COc1ccccc1NC(=O)c1cc(OC)c(OC)cc1[N+](=O)[O-] | 2.2 | 2.4 | 5.0 | -1.5 | 0 | -1 | 0 | 0 | -21 | 3 | -9
CC(=O)n1cc([C@H]2C=C(C(=O)Nc3ccccc3)O[C@@H](OCCCCO)C2)c2ccccc21 | 0.0 | 3.4 | 2.6 | -0.3 | 14 | 11 | -1 | -5 | 4 | -18 | -1

Among those listed so far, these contain a tert-butyl group.
Molecule | Ecoli viability | phage Ecoli inh | AddAB inh | CDK5 inh | HTR5A ag ctr | HTR5A inv ctr | DAGLB inh | PKA-R1A act | Mot1-301 SUMO | PKA-R2B activ | Tat transport
CC(C)(C)c1nnc(NS(C)(=O)=O)s1 | -2.0 | 1.3 | 2.8 | -0.1 | 0 | 8 | -4 | 8 | 11 | 15 | 23
COC(=O)CS(=O)(=O)c1nnc([C@H](Cc2ccccc2)NC(=O)OC(C)(C)C)o1 | -2.7 | 3.5 | 1.7 | 0.0 | 1 | -2 | 2 | 2 | 65 | 8 | -1

High-throughput results: PubChem, several laboratories
